Assay outcomes deposited in PubChem by several laboratories.
SUMO1 PPI mod – modulators of SUMO1 protein-protein interactions, primary screen, biochemical, uHTS | Small ubiquitin-related modifier 1 (Homo sapiens), P63165 | SUMO1 binding to a labelled peptide, TR-FRET, 1 h | inhibition, % at 20 µM | 360,000 tested, 0.33% active; in the data active = inhibition above about 37%
Target sequence (P63165 whole entry, looked up): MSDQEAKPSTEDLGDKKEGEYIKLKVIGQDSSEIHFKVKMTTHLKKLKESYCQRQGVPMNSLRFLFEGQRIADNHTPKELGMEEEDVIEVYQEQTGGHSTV
STEP block – STEP phosphatase inhibitors, primary screen, biochemical, fluorescence intensity, uHTS; AID 588621, 2011; recombinant STEP, OMFP fluorogenic substrate; inhibition, % at 20 µM; Tyrosine-protein phosphatase non-receptor type 5 (Homo sapiens), P54829; 360,000 tested, 0.25% active;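 active = inhibition at 20 µM, scaled per plate between control wells, above about 37%, limit read from the data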;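 also: 0% = DMSO with enzyme and substrate and 100% = substrate only without enzyme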
Target sequence (P54829 whole entry, looked up): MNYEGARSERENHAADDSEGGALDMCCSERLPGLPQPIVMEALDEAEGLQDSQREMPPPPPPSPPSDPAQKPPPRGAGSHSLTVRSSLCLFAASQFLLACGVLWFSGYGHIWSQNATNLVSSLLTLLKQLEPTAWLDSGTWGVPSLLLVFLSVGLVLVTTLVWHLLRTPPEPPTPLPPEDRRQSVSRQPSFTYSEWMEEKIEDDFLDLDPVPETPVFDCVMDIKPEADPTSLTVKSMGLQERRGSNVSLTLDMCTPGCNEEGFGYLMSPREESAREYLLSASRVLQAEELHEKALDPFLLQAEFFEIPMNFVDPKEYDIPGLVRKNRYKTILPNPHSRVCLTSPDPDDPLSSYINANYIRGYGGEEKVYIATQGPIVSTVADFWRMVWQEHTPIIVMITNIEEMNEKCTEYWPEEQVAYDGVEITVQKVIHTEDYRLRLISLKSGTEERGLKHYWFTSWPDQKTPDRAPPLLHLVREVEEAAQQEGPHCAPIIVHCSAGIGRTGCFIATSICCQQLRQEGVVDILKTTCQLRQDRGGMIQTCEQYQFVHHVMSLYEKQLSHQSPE
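Also added – OMFP at 25 µM · Test system – STEP tyrosine phosphatase · Technique – FITC-channel fluorescence of OMFP product · Schedule – 20 min at room temperature, dark · Evaluation – control-normalized % inhibition with plate pattern correction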
DNMT1 inh – human DNMT1 methyltransferase inhibitors, primary screen, biochemical, molecular beacon, fluorescence, HinP1I cleavage, uHTS; inhibition (reported as % activation of signal), % at 10 µM; 360,000 tested, 0.83% active; DNA (cytosine-5)-methyltransferase 1 (Homo sapiens), P26358; AID 588458, 2011; in the data active = inhibition above about 50%
Tb MetRS inh – T. brucei MetRS inhibitors, primary screen, biochemical, luminescence; inhibition, % at 11.9 µM; methionyl-tRNA synthetase (Trypanosoma brucei brucei); AID 624268, 2012; purified T. brucei MetRS, ATP depletion, Kinase-Glo luminescence; 360,000 tested, 0.4% active;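 active = inhibition above a per-plate cutoff of the control wells' mean inhibition plus 3 SD, cut at about 5.5% in these data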;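 also: 0% = DMSO wells median and 100% = median of wells with control inhibitor compound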
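technique = Kinase-Glo luminescence, ATP depletion format | system = purified MetRS (methionyl-tRNA synthetase) enzyme from Trypanosoma brucei | timing = 15 min preincubation, 2 h reaction, all 25 °C | evaluation = percent inhibition versus plate control medians | dosing = single dose, 11.9 µM final nominal, 0.9% final DMSO | also added = substrates ATP, L-methionine and bulk Escherichia coli tRNA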
Scp1 inh – Scp-1 phosphatase inhibitors, primary screen, biochemical, colorimetric, uHTS | Recombinant Scp1, phosphopeptide, malachite green phosphate absorbance | 340,000 tested, 0.88% active | AID 493091, 2011 | inhibition, % at 20 µM | Carboxy-terminal domain RNA polymerase II polypeptide A small phosphatase 1 (Homo …;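 active = inhibition above about 50% at 20 µM, limit read from the data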;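 also: plate controls were DMSO wells with enzyme for no effect and wells lacking enzyme for full effect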
Target sequence (Q9GZU7 76-261 limits assumed): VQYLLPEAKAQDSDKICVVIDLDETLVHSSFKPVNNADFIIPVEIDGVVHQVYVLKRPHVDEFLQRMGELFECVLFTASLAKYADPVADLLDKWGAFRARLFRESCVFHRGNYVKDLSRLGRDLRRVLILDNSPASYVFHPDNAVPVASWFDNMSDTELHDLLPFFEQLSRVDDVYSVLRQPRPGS
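Test system: SCP-1 phosphatase catalytic domain, residues 76-261; measured by: colorimetric phosphate reagent with accelerator and stabiliser, absorbance at 630 nm; timing: enzyme reaction 45 min at room temperature, colour 5 min, stabilisation 30 min; also added: Phosphorylated 17-residue peptide substrate; compound dosing: one concentration, 20 µM, with 1.0% DMSO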
bovine MsrA act – bovine MsrA enzyme activators, primary screen, biochemical, absorbance, HTS; 360,000 tested, 0.3% active; Methionine sulfoxide reductase A (Bos taurus); activation, % at 10.6 µM; purified bovine MsrA, absorbance read-out; AID 602163, 2012; in the data active = activation above about 7.5%;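 also: 0% = vehicle and 100% = reference activator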
LMPTP block – LMPTP phosphatase inhibitors, primary screen, biochemical, fluorescence intensity, uHTS | Low molecular weight phosphotyrosine protein phosphatase (Homo sapiens), P24666 | recombinant LMPTP-A, OMFP fluorogenic substrate | inhibition, % at 20 µM | 360,000 tested, 0.22% active;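 active = compounds that cut the enzyme signal by at least half of the control window in the single-dose screen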;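 also: plate controls were DMSO wells with enzyme plus substrate for no effect and substrate without enzyme for full effect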
Target sequence (P24666 whole entry, looked up): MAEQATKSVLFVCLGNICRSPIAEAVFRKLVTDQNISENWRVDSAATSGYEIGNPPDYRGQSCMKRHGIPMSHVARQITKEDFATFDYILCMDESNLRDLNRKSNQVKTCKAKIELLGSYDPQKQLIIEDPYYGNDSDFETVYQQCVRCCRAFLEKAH
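test system = LMPTP-A | amount = 0.625 nM LMPTP-A final | reagent = fluorogenic phosphatase substrate OMFP at 400 µM final | incubation = 50 min at room temperature | benchmarks = no-enzyme low control, uninhibited high control | medium = Bis-Tris pH 6.0, DTT, detergent | signal = fluorescence intensity of OMFP turnover product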
NRP1-CendR mod – modulators of CendR peptide binding to NRP-1, primary screen, biochemical, fluorescence polarization, uHTS. Neuropilin-1 (Homo sapiens), O14786. FAM-RPARPAR peptide binding to NRP-1. inhibition, % at 25 µM. 360,000 tested, 0.85% active;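 active = inhibition or corrected inhibition above about 18%, plus a signal ratio from 0.5 to 1.5, limit read from the data, passing the limit was not always enough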; also: strong numbers were not always called active
E coli Lon inh – inhibitors of E. coli Lon protease, primary screen, biochemical, fluorescence polarization | P0A9M0 | purified E. coli Lon protease | inhibition, % at 7.94 µM | 360,000 tested, 0.42% active; in the data active = inhibition above about 13%, passing the limit was not always enough;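 also: 0% = enzyme with probe and DMSO and 100% = no enzyme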
MsrA inhibitor – bovine MsrA enzyme inhibitors, primary screen, biochemical, absorbance, HTS | purified bovine MsrA, absorbance read-out | Methionine sulfoxide reductase A (Bos taurus) | 360,000 tested, 0.75% active | AID 651718, 2012 | inhibition, % at 15.5 µM; in the data active = inhibition above about 4.5%;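 also: 0% = vehicle wells with enzyme and 100% = reference inhibitor wells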
* hit, by the source's call.

SMILES	SUMO1 PPI mod	STEP block	DNMT1 inh	Tb MetRS inh	Scp1 inh	bovine MsrA act	LMPTP block	NRP1-CendR mod	E coli Lon inh	MsrA inhibitor
CC1(C)CC[C@]2(C(=O)O)[C@H](O)C[C@]3(C)C(=CCC4[C@@]5(C)C[C@H](O)[C@H](O)[C@@](C)(CO)C5CC[C@]43C)[C@@H]2C1 (some centres undefined)	4	-3	-5	0.8	-1	-2	-1.6	-8	3	0.2
Cc1ccc(NC(=O)C2CCCN2C(=O)NC2CCCCC2)cc1F (centres undefined)	2	-1	2	-0.2	-4	-6	-1.2	-1	-10	-0.4
CC1CCCC(C)N1c1nnc(NC(=O)Cn2c(=O)oc3ccccc32)s1 (centres undefined)	3	0	2	-0.2	95*	-7	0.2	11	10	-0.3
OC(CN1CCCCC1)Cn1c2ccccc2c2ccccc21 (centres undefined)	1	-3	1	-0.5	-1	-2	-1.1	-1	0	1.0
CCc1nc(OCCN(CC)CC)c2oc3ccccc3c2n1	0	0	8	-0.2	-3	-1	-1.0	1	3	-0.7
NS(=O)(=O)c1ccc(CCNc2ncnc3sccc23)cc1	2	-1	-5	0.4	-6	0	0.0	-14	2	-0.8
O=C(c1ccc(Cl)cc1)N1CCN(c2ccc(F)cc2)CC1	-2	1	5	-1.4	-8	-6	-1.0	-4	4	0.5
Cc1c(NC(=O)COc2cccc(Br)c2)c(=O)n(-c2ccccc2)n1C	3	-1	1	-1.0	1	-9	-1.6	8	1	-1.1
CC(C)[C@H](NS(=O)(=O)c1ccccc1)C(=O)Nc1nccs1	0	-3	3	-0.1	3	-1	-0.7	8	-5	1.4
O=C(CNC(=O)c1cccs1)OCC(=O)c1cccs1	-3	0	0	0.0	23	-4	0.9	4	-8	-0.2
O=C(COC(=O)c1cc(Br)ccc1O)NNC(=O)c1ccc(Cl)cc1	-1	1	3	-0.1	-10	6	0.1	-2	-7	0.2
CC(C)CCN1CCN=C1N(C)C	10	1	2	0.0	1	-2	-0.2	12	-7	-1.4
NNc1ccc2nnc(C(F)(F)C(F)(F)C(F)(F)F)n2n1	0	-3	1	-0.3	-4	-4	-3.0	-7	-6	1.4
COc1ccc(-c2csc(NC(CO)c3nc4ccccc4n3CCCO)n2)cc1 (centres undefined)	-6	1	0	-0.3	-5	-4	0.1	26*	-10	0.9
Cc1ccc(C(=O)Nc2nc(=O)n(C(=O)C3CC3)s2)cc1	-3	0	5	-0.5	-8	2	-0.2	9	7	-0.6
O=C(O)c1ccc(S(=O)(=O)N(Cc2cccs2)CC2CCCO2)cc1 (centres undefined)	-2	0	1	-0.5	-1	-7	-2.1	-2	-4	0.2
COc1ccc(NC(=O)N(C)C[C@H]2Oc3ccc(NC(=O)NC4CCCCC4)cc3C(=O)N([C@H](C)CO)C[C@@H]2C)cc1	-1	-1	1	-0.2	15	-2	-1.6	-2	1	-0.9
c1ccc(-c2cn(C[C@H]3CC[C@@H]([C@@H]4CC[C@H](Cn5cc(-c6ccccn6)nn5)O4)O3)nn2)nc1	5	-2	1	-0.2	-6	-1	-0.4	-8	12	0.5
CNC(=O)c1c(NC(=O)C2=COCCO2)sc(C)c1C	9	8	1	-0.4	-7	-4	0.1	-1	-8	3.4
Cc1cccc(Nc2nnc(SCC(=O)Nc3ccc(C(=O)O)cc3)s2)c1	13	-2	-1	-0.8	-5	-1	-1.4	-8	-12	2.4

Next section; the last 3 above are carried over.
SMILES	SUMO1 PPI mod	STEP block	DNMT1 inh	Tb MetRS inh	Scp1 inh	bovine MsrA act	LMPTP block	NRP1-CendR mod	E coli Lon inh	MsrA inhibitor
c1ccc(-c2cn(C[C@H]3CC[C@@H]([C@@H]4CC[C@H](Cn5cc(-c6ccccn6)nn5)O4)O3)nn2)nc1	5	-2	1	-0.2	-6	-1	-0.4	-8	12	0.5
CNC(=O)c1c(NC(=O)C2=COCCO2)sc(C)c1C	9	8	1	-0.4	-7	-4	0.1	-1	-8	3.4
Cc1cccc(Nc2nnc(SCC(=O)Nc3ccc(C(=O)O)cc3)s2)c1	13	-2	-1	-0.8	-5	-1	-1.4	-8	-12	2.4
CC1(C)Oc2ccc3ccc(=O)oc3c2/C(=N/O)C1=O	-3	-3	-8	0.6	-10	-3	-0.8	-10	6	1.1
CCc1c(N)nc(N)nc1Nc1ccccc1Cl	0	1	-5	-0.1	-5	-1	3.8	-3	-3	1.3
O=C(CN1C(=O)CCS(=O)(=O)c2ccccc21)Nc1ccc2c(c1)OCCO2	24	11	0	-0.1	-2	1	-0.9	8	-4	0.2
Cc1ccc(CONC(=O)c2cccc([N+](=O)[O-])c2)cc1	-33	0	5	-0.3	0	-5	-1.3	1	2	1.3
CCC(C)N(C(=O)c1csnn1)C(C(=O)NCc1ccc(F)cc1)c1ccccc1F (centres undefined)	3	1	0	-0.6	-3	-2	-1.1	4	4	-0.6
Cc1cc(C)c(C(=O)CSc2nc(C)cc(=O)[nH]2)c(C)c1	-3	-1	-2	0.3	0	0	1.4	27*	-6	0.5
Cc1cccc(-n2nnnc2SCC(=O)NCCN2C(=O)CSC2=O)c1	-5	-8	-1	-0.2	-4	-1	-1.0	-17	-6	-0.4
CSc1nc(Sc2ccccc2Cl)c2ccccc2n1	-8	0	-1	-0.4	0	-8	1.7	8	1	0.4
COc1cc2cc(-c3ccc(OC)c(OC)c3C)nc(N)c2cc1OC	12	-1	-3	0.5	-13	-3	0.0	0	2	1.6
O=C(Nc1ccccc1Cl)Nc1cccnc1Cl	7	0	-5	0.7	-4	-2	0.3	10	-11	-0.6
C=Cn1cc[n+](CC(=O)c2ccc(OC)c(OC)c2)c1	3	-6	-3	0.7	-1	-4	-2.1	1	-7	1.9
Cc1ccc(N2CC(NC(=O)C(=O)c3c(C)[nH]c4ccccc34)CC2=O)cc1C (centres undefined)	-5	-1	2	-0.2	-8	-3	1.0	7	6	2.2
CC(C)Cn1c(=O)c2sccc2n2c(CCCC(=O)NC3CCN(Cc4ccccc4)CC3)nnc12	5	-4	-1	-0.2	-8	-5	0.1	15	-6	-1.1
CCOC(=O)Nc1nnc(CCc2ccccc2)s1	-2	1	1	0.5	-2	4	-0.1	-8	7	1.0
O=C(CCc1ccccc1)Nc1ccnn1C1CCN(C/C=C/c2ccccc2)CC1	-1	3	-9	-0.1	0	-3	1.1	8	-3	0.3
CCN(CC(=O)NC(C)C)C(=O)C(CCSC)NC(=O)c1ccccc1OC (centres undefined)	-2	-4	2	-0.7	0	-11	0.2	-3	-5	-0.3
COc1ccc(C)cc1NC(=O)c1nnn(CCc2ccccc2)c1N	7	2	-1	-0.6	-16	-1	0.2	-4	-8	-1.4
CC(=O)N(C)c1ccc(NC(=S)NC(=O)/C=C/c2ccco2)cc1	-21	2	1	0.1	-6	-3	0.3	-13	3	4.2
O=C(CSc1nnc(C2COc3ccccc3O2)o1)NC1CCCCC1 (centres undefined)	5	2	0	0.1	-19	-1	0.0	-3	-1	0.5
O=C1C[C@@H](c2ccc(O[C@@H]3O[C@H](CO)[C@@H](O)[C@H](O)[C@H]3O)cc2)Oc2cc(O)ccc21	-5	1	0	-0.2	-8	-3	-0.6	10	-9	2.6
COc1cccc(CNC(=O)C2CCC(=O)N(CC3CCCCC3)C2)c1OC (centres undefined)	0	-2	1	0.3	-4	-2	1.4	1	-12	0.7
COc1ccc(NS(=O)(=O)c2ccc(-c3n[nH]c(=S)n3Cc3ccccc3)cc2)cc1	1	-1	0	-1.0	-2	-4	-0.9	7	-5	0.1
O=C(COc1ccc(Cl)cc1)OCc1ccc(Cl)cc1	4	3	-1	-0.1	-18	-3	2.9	1	-8	1.0
Cc1ccc(/C=N/NC(=O)Cn2nnc(N)n2)cc1	-4	-3	1	0.0	-7	-2	-1.1	5	-2	-0.9
CC1(C(=O)NCCN2CCOCC2)C=CCN1C(=O)c1ccccc1 (centres undefined)	-4	1	5	-0.3	0	-1	-3.0	10	3	1.8
CCOCCCNC(=O)C1CCCN1C(=O)Nc1ccccc1[N+](=O)[O-] (centres undefined)	-20	4	1	-0.8	9	-6	-1.0	11	-2	1.5
C/C(=N\NC(=O)CNC(=O)c1ccccc1Br)c1ccco1	-11	0	2	-0.4	-3	-3	-0.3	3	7	-0.6
CCC(=O)Nc1ccc(C2=Nn3c(nnc3C(C)C)SC2)cc1	-2	-2	-12	0.3	-10	-3	3.0	-6	-4	0.4
COc1ccc(-c2[nH]ncc2CN2CCN(C(=O)c3cccs3)CC2)c(F)c1	1	-1	4	-0.6	13	-5	-1.4	6	6	-1.5
CCOC(=O)C(NC(=O)c1cccc(Cl)c1)(OCc1ccc(F)cc1)C(F)(F)F (centres undefined)	-2	1	3	-0.7	-8	-4	1.4	-1	-5	0.8
CN1CCN(c2ccc(S(=O)(=O)N3CCOCC3)cc2NC(=O)C2CCCCC2)CC1	-7	0	6	0.2	-10	-1	-1.2	-3	-2	0.2
CC(C)(C)NCCOCCOc1ccccc1-c1ccccc1	1	1	0	-0.4	1	0	-0.8	3	-13	-1.0
Cc1nn(-c2ccc(C(=O)O)cc2)c(=O)c2ccccc12	4	2	4	-0.3	5	1	-1.8	-1	10	0.8
CCCC(=O)Nc1ccc2c(c1)nc1n2CCOC1	5	-3	4	-2.0	-6	-16	-0.2	-4	-7	-0.7
O=c1oc2cc(Cl)ccc2n1CSc1nc2ccccc2s1	1	3	-3	-1.1	-17	-4	4.8	-11	2	-0.3
O=C(CN1CCN(c2cccc(Cl)c2)CC1)Nc1ccc([N+](=O)[O-])cc1C(=O)Nc1ccccc1F	-3	1	3	-0.5	7	-3	1.9	0	-3	-0.8
CC(C)CNS(=O)(=O)c1ccc2c(c1)OCCO2	-2	-4	0	0.0	-5	-2	-1.7	-6	2	2.1

Compounds as they come; about 4.3% have a hit in one of these screens.
